# BCR signal inh – qHTS Assay to Find Inhibitors of Chronic Active B-Cell Receptor Signaling | ABC-DLBCL IkBa-CBG/CBR reporter, luminescence ratio, 4 h | Potency, µM (titrated, usually from 46.1 µM), for the others: at the highest dose ratio change, negative = lower green/red ratio, usual class: inhibitors | 340,000 tested, 0.05% active | AID 493014, 2011; active = well fitted inhibition curve with a large enough effect in the signal ratio, with a control signal flat, not every such curve was filed as active; inconclusive = small, poorly fitted or top-dose-only effect, or effect the other way, or a change in a side signal; the % refers to the signal ratio;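 note: potency is the fitted concentration of half-maximal effect; plate controls were basal doxycycline-induced cells for no effect and cells given 10 µM MG132 for full effect; MG132 reads +100%, hits lower the ratio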
#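 TMD8 ABC-DLBCL cells carrying doxycycline-inducible green luciferase fused to IkappaBalpha plus unfused red luciferase were exposed to compounds (up to 46 uM) for 4 hrs at 37C. Activity came from the overlap-corrected green/red luminescence ratio.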
# FBPA coupling cs – qHTS Assay for Inhibitors of Fructose-1,6-bisphosphate Aldolase from Giardia Lamblia: Coupling assay counterscreen | coupling enzyme system counterscreen, AmpLite Red fluorescence | activity change, negative = inhibition, % at 58.2 µM, hits read low | 290,000 tested, 0.67% active | AID 2472, 2010; in the data active = activity change below about -30%
#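 Counterscreen of the coupled detection system alone, without aldolase: glyceraldehyde-3-phosphate coupling enzymes plus AmpLite Red readout. Compounds at 57.5 uM final, 10 min RT preincubation, 20 min RT reaction, fluorescence 525/598 nm.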
# Eya2 phos inh – qHTS Assay for Inhibitors of the Phosphatase Activity of Eya2; Protein phosphatase EYA2 (Homo sapiens), O00167; recombinant Eya2, OMFP fluorescence dephosphorylation (OMFP is methylfluorescein phosphate); Potency, µM (doses to about 76.9 µM), for inactives: top-dose activity, negative = inhibition, hits mostly inhibitors; 330,000 tested, 0.006% active; AID 488837, 2010; note: potency is the fitted concentration of half-maximal effect
#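 Eya2 (0.2 uM) preincubated 10 min at ambient with compound, then OMFP substrate added at 50 uM; 10 min reaction in 50 mM HEPES pH 7.5, 50 mM NaCl, 5 uM MgCl2, 0.05% BSA, 1 mM DTT. Fluorescence read at Ex 485/Em 525 nm.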
# hERG WT inh – qHTS for Inhibitors of KCHN2 3.1: Wildtype qHTS; Voltage-gated inwardly rectifying potassium channel KCNH2 (Homo sapiens), Q12809; U2OS, BacMam KCNH2, thallium flux FluxOr; stronger effect = lower value; activity change, % at 1.84 µM; 340,000 tested, 0.37% active;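 active = maximum activity change below -70%; inconclusive = maximum activity change between -70% and -50%; inactive = maximum activity change above -50%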
#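 U2OS cells were transduced with wild-type KCNH2 virus (2.03 x 10^8 / mL) for 4 h at room temperature, then cultured overnight at 37 C. Thallium flux was read with FluxOr dye. Rate constants were normalized to DMSO controls.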
# PKM2 act – qHTS Assay for Activators of Human Muscle isoform 2 Pyruvate Kinase; Pyruvate kinase PKM (Homo sapiens), P14618; purified PKM2, Kinase-Glo ATP luminescence, activation; response scale: 0% is enzyme alone, no compound; Potency, µM (doses to about 57.5 µM), inactives show at the highest dose activation, usual class: activators; 260,000 tested, 0.34% active; AID 1631, 2009; note: potency is the fitted concentration of half-maximal effect; nearly all actives have a fitted effect of over 55% in size
# Target sequence (P14618 whole entry, looked up, canonical isoform): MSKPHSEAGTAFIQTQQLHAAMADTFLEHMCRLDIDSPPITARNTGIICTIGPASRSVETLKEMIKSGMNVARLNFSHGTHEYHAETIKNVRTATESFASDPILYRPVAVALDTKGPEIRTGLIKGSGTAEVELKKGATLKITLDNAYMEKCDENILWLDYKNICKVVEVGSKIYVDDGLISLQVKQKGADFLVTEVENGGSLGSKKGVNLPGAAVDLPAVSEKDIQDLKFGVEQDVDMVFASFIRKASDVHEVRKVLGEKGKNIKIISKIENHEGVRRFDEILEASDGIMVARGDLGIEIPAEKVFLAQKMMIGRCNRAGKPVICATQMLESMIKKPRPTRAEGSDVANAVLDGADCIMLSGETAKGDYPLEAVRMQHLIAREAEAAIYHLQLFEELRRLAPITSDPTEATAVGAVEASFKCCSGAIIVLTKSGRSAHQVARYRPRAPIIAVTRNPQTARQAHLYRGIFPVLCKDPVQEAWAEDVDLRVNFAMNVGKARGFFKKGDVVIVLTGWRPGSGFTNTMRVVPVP
#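 Purified hPK-M2 (>95% pure) converted ADP (0.1 mM final) to ATP with 0.5 mM PEP in 50 mM imidazole pH7.2, KCl, MgCl2, Tween 20, BSA; 1 h at room temperature. ATP detected by Kinase-Glo luminescence.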
# B2AR arrestin – qHTS assay of beta-arrestin-biased ligands of beta2-adrenergic receptor | beta-arrestin recruitment to beta2AR, cell-based reporter | Potency, µM (series often up to 46.1 µM), for inactives: top-dose activation, actives largely listed as activators | 330,000 tested, 0.02% active | AID 492947, 2010;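 note: potency is the fitted concentration of half-maximal effect; 0% = DMSO controls and full agonism = EC100 isoproterenol or metaproterenol; nearly all actives have a fitted effect of over 65% in size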
# USP2a block – qHTS Assay for Inhibitors of Ubiquitin-specific Protease USP2a Using CHOP2 as the Reporter; Ubiquitin carboxyl-terminal hydrolase 2 (Homo sapiens), O75604; 330,000 tested, 0.01% active; Potency, µM (doses to about 38.3 µM), without a hit: top-dose activity change, negative = inhibition, usual class: inhibitors; USP2 core, Ub-CHOP2 coupled fluorogenic reporter, 485/531;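 note: potency is the fitted concentration of half-maximal effect; plate controls were DMSO wells for no effect and full inhibition by NEM control for full effect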
#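 Cell-free coupled assay: 10nM USP2 core preincubated 30min RT with compound in Tris-HCl pH 8.0/CaCl2/CHAPS buffer, then 25nM Ub-CHOP2 and 25nM reporter substrate; fluorescence (Ex 485/Em 531) read after 60min RT, normalized to NEM inhibition, concentration-response curves fitted.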
# GALK inh – qHTS Assay for Inhibitors of Human Galactokinase (GALK). Purified GALK, Kinase-Glo residual ATP luminescence. Potency, µM (doses to about 57.5 µM), for the others: at the highest dose activity change, negative = inhibition, actives largely listed as inhibitors. 270,000 tested, 0.007% active. AID 1868, 2009; note: potency is the fitted concentration of half-maximal effect
# Target sequence (P51570 whole entry, looked up): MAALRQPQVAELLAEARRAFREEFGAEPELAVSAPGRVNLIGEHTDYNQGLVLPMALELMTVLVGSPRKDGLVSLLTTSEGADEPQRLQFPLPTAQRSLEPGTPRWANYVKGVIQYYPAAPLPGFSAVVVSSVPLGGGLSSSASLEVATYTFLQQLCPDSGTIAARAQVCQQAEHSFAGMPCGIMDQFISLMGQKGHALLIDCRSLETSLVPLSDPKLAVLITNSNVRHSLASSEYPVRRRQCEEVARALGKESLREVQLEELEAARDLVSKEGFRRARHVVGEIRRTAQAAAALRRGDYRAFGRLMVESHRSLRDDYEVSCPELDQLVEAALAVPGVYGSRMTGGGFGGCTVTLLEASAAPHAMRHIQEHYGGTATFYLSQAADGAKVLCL
#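 Kinase-Glo Plus luminescence measured ATP left after a 1 h room-temperature reaction. The reaction used 5 nM GALK, 100 uM galactose and 35 uM ATP at pH 8.0 (20 mM HEPES, 5 mM MgCl2, 60 mM NaCl, 1 mM DTT, 0.01% BSA).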
# KCNH2 3.1 block – qHTS for Inhibitors of KCHN2 3.1: Mutant qHTS. Potassium voltage-gated channel subfamily H member 2, brain isoform KCNH2 3.1 (human). 340,000 tested, 0.95% active. U2OS KCNH2 3.1, thallium flux FluxOr; stronger effect = lower value. activity change, % (tested at about 1.8 µM);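 active = maximum activity change below -70%; inconclusive = maximum activity change from -70% to -50%; inactive = maximum activity change above -50%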;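 note: thallium influx rate constant from kinetic fluorescence after stimulation buffer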
#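 FluxOr-based Tl+ influx in U2OS cells transduced with KCNH2 3.1 virus; rate constants normalized to DMSO controls.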
# uPA surface inh – qHTS for Inhibitors of Cell Surface uPA Generation; cell surface uPA generation assay, qHTS; Potency, µM (titrated, usually from 38.3 µM), without a hit: at the top dose activity change, negative = inhibition, actives largely listed as inhibitors; 330,000 tested, 0.31% active; AID 540303, 2011; active = well fitted inhibition curve with a large enough effect; inconclusive = small, poorly fitted or top-dose-only effect; inactive = no such curve, though single readings can be large or run the other way; tested in mouse RAW 264.7 cells; note: potency is the fitted concentration of half-maximal effect; nearly all actives have a fitted effect of over 55% in size
# Giardia killer – Small Molecules that selectively kill Giardia lamblia: qHTS; activity change, % at 7.66 µM, hits read low; Giardia lamblia trophozoite viability; 340,000 tested, 0.15% active; AID 540267, 2011; in the data active = activity change below about -80%; inconclusive = between about -30% and that limit;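 note: parasites exposed to compound for two days anaerobically before the ATP read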
#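 Media and compound were dispensed first, then trophozoites at 100 cells/well; plates sat 48 hrs at 37 deg C without oxygen before ATP luminescence reagent was added and read after 15-30 min at room temperature.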
# The depositor's hits bear a star; i = inactive; u = inconclusive; x = not tested or not shown; [ ] = remark or other dose. Unless noted, calls come from the whole dose curve; as a rule, active = well fitted curve in the direction sought with a large enough effect; inconclusive = small, poorly fitted or top-dose-only effect, or another doubt; inactive = no such curve, though single readings can be large; an effect the other way counts as inactive or inconclusive. Unless noted, % is set by controls: 0 for no effect and ±100 for the full control effect. The order is random, and some 2.4% of all compounds hit somewhere here.
# Values in the order – B2AR arrestin, BCR signal inh, GALK inh, Eya2 phos inh, Giardia killer, uPA surface inh, FBPA coupling cs, hERG WT inh, PKM2 act, USP2a block, KCNH2 3.1 block
O=C(c1cc(-c2ccc(Br)cc2)nc2ccccc12)N1CCC1
    0.0%, u, x, 4%, -3, 0%, x, 18, x, -1%, 2
CCOc1c(CNCc2ccc(C(=O)O)cc2)cccc1OC
    -0.2%, 0%, 3%, 10%, 1, 3%, 0, -16, 13%, 2%, 13
Cc1cccc(NC(=O)c2cnc3sccn3c2=O)c1C
    -0.1%, 4%, -2%, 9%, x, x, -2, x, -22%, 2%, x
O=C(CSc1ccccn1)Nc1nc2ccccc2s1
    0.4%, u, 0%, -5%, -2, -7%, 2, -3, 9%, 1%, -6
COC(=O)c1c(NC(=O)CSc2nc3ccccc3c(=O)n2Cc2ccco2)sc(C)c1C
    0.2%, u, -1%, -8%, -1, -2%, 3, 2, 2%, 4%, -2
Cc1nc2c(o1)CCc1ccccc1C2O (configuration not stated)
    -0.1%, -2%, -4%, 9%, 7, 6%, -8, -13, 2%, 3%, -8
Cc1csc(SCC(=O)NC(=O)c2ccccc2)n1
    -3.6%, -1%, x, -38%, -11, 1%, x, -1, x, 1%, -5
CCOc1ccccc1NC(=S)NCc1cccn1C
    -0.2%, 11%, 3%, 0%, -10, 3%, 0, -15, -4%, 3%, 19
CCCCCNC(=O)C1c2ccccc2Oc2ccccc21
    -0.2%, 2%, 0%, -16%, 8, -13%, 0, 1, x, 6%, 5
COc1cccc(NC(=O)Nc2ccc3nc(C)c(C)nc3c2)c1
    -1.2%, u, 0%, -3%, -6, 1%, -1, -23, 1%, 2%, 3

# Among those listed so far, three have an aryl thioether with sulfur outside any ring.
# Values in the order – B2AR arrestin, BCR signal inh, GALK inh, Eya2 phos inh, Giardia killer, uPA surface inh, FBPA coupling cs, hERG WT inh, PKM2 act, USP2a block, KCNH2 3.1 block
O=C(CSc1ccccn1)Nc1nc2ccccc2s1
    0.4%, u, 0%, -5%, -2, -7%, 2, -3, 9%, 1%, -6
COC(=O)c1c(NC(=O)CSc2nc3ccccc3c(=O)n2Cc2ccco2)sc(C)c1C
    0.2%, u, -1%, -8%, -1, -2%, 3, 2, 2%, 4%, -2
Cc1csc(SCC(=O)NC(=O)c2ccccc2)n1
    -3.6%, -1%, x, -38%, -11, 1%, x, -1, x, 1%, -5

# More records:
# Values in the order – B2AR arrestin, BCR signal inh, GALK inh, Eya2 phos inh, Giardia killer, uPA surface inh, FBPA coupling cs, hERG WT inh, PKM2 act, USP2a block, KCNH2 3.1 block
COc1ccc(NC(=O)Nc2cccnc2)cc1
    -1.1%, u, 0%, 0%, -19, -4%, -1, 8, -21%, 1%, 2
COc1ccc(OC)c(NC(=O)CN(c2ccc(C)cc2)S(=O)(=O)c2c(C)n[nH]c2C)c1
    -1.0%, u, -6%, -6%, -11, -2%, 0, -9, -5%, 4%, 2
CCOc1nc(NC2CCCC2)nc(N2CCC(C)CC2)n1
    0.4%, -1%, -5%, -4%, -11, 1%, 2, 1, 0%, 1%, 6
CSc1nnc(SCC(=O)Nc2ccc3[nH]c(=O)[nH]c3c2)s1
    0.0%, 5%, x, -9%, -28, -20%, x, -3, x, -1%, -25
Cc1ccc(S(=O)(=O)NNC(=O)C(=O)NNc2ccccn2)cc1
    -0.5%, -12%, 1%, -9%, 10, -9%, 0, 3, -1%, 0%, 0
Cc1cccc(C(=O)NC(=S)Nc2ccc(Cc3ccncc3)cc2)c1
    0.3%, u, -1%, -10%, -9, -7%, -1, -6, 1%, 0%, 2
CC(C)Cc1nc(SCC(=O)N2CCCC2)c2c(=O)n(C)c(=O)n(C)c2n1
    -0.9%, 1%, 2%, 3%, 8, 0%, x, 2, -12%, 0%, 4
Cc1ccc(C2Nc3ccccc3NC3=C2C(=O)OC(C)C3)cc1 (configuration not stated)
    -0.5%, 0%, 1%, 3%, -9, -2%, 1, -9, 2%, 3%, 3
CC1(C)C(c2ccccc2)=[N+]([O-])CN1O
    0.8%, -5%, 3%, -1%, -14, x, -1, -18, 4%, 0%, 4
O=C1CNC(=O)/C1=C\N1CCN(C(c2ccccc2)c2ccccc2)CC1
    0.0%, -1%, -2%, -8%, 1, 5%, 6, 5, 0%, 2%, 0

# Values in the order – B2AR arrestin, BCR signal inh, GALK inh, Eya2 phos inh, Giardia killer, uPA surface inh, FBPA coupling cs, hERG WT inh, PKM2 act, USP2a block, KCNH2 3.1 block
Cc1ccc(C(CCNC(C)c2cccs2)c2ccco2)cc1 (configuration not stated)
    -1.1%, -9%, -2%, 17%, -5, 3%, 1, 20, 2%, 0%, -27
C#CCNc1cc(C)nc2ncnn12
    0.5%, -3%, 6%, -12%, 10, 1%, 2, 1, 0%, 4%, 0
COc1ccc(/C=N/Nc2nncc3ccccc23)c(OC)c1
    u, u, 1%, 3%, -27, -8%, -3, -7, -9%, -1%, x
COc1cccc(NC(=O)C(C)N2C(=O)c3ccccc3S2(=O)=O)c1 (configuration not stated)
    0.1%, 1%, x, 3%, 4, 13%, x, -10, x, 0%, -6
O=C(Cn1cc2c(n1)CCCC2)NCCCN1CCN(Cc2ccccc2)CC1
    -0.2%, -9%, 2%, 9%, 2, -11%, 4, 5, 2%, -1%, 1
COc1cc(OC)cc(-c2c(-c3ccc(F)cc3)c3cc(-c4ccc(SC)cc4)ccc3n2C)c1
    0.1%, 0%, x, 1%, -19, -1%, x, -12, x, 5%, -3
O=C(/C=C/c1ccccc1Cl)Nc1cccnc1
    0.1%, -18%, -2%, 10%, -23, u, -3, 5, 10%[11.5 µM], 1%, -5
CCN(CC)CC(=O)Nc1cccc(S(=O)(=O)N2CCCC2)c1
    -0.2%, 1%, 1%, -13%, -6, -2%, 0, -8, 1%, -4%, 1
Cc1ccc(N2C(=O)C(NC(=O)c3ccccc3)(C(F)(F)F)C3=C2CC(C)(C)CC3=O)cc1 (configuration not stated)
    -0.2%, 4%, 1%, 1%, 0, 4%, -1, 1, -10%, 3%, 4
COc1ccc(CCNC(=O)c2c(C)cc(=O)oc2C)cc1OC
    -0.2%, 15%, -2%, 4%, 0, x, 3, 12, -1%, 2%, -6

# Values in the order – B2AR arrestin, BCR signal inh, GALK inh, Eya2 phos inh, Giardia killer, uPA surface inh, FBPA coupling cs, hERG WT inh, PKM2 act, USP2a block, KCNH2 3.1 block
Cc1cccc(NC(=S)NCC(c2cccnc2)N2CCOCC2)c1C (configuration not stated)
    -0.2%, 0%, 3%, 3%, 1, -8%, 1, 0, 1%, 8%, -1
Cc1ccc(-n2cnc3ncnc(-c4ccccc4)c32)cc1
    -0.1%, 2%, -3%, 4%, u, 1%, 3, i, 11%, 10%, 6
CS(=O)(=O)n1nc(NCc2cccs2)nc1NCc1cccs1
    0.0%, 2%, -1%, 10%, 13, 0%, 0, -3, 3%, 2%, -3
COC(=O)C1=CN(CCOC23CC4CC(CC(C4)C2)C3)C=C(C(=O)OC)C1c1ccsc1
    -0.1%, 17%, -1%, -2%, -2, -6%, -1, -1, 2%, -2%, -11
CC(C)Cn1c(N)c(C(=O)COC(=O)C2Cc3ccccc3CN2S(C)(=O)=O)c(=O)n(C)c1=O (configuration not stated)
    0.4%, 6%, x, -6%, 4, u, x, 1, x, -9%, -14
CC(=O)COc1ccc2c(C)c(C)c(=O)oc2c1
    -0.6%, -2%, 0%, 9%, 2, -4%, 1, -5, 0%, 2%, 4
CCOC(=O)CCc1n[nH]c(=O)[nH]c1=O
    0.3%, -1%, -4%, 2%, -8, 3%, 1, -3, -5%, 3%, 0
O=C(CN1CCOCC1)Nc1nc2cc([N+](=O)[O-])ccc2s1
    -2.7%, u, x, -5%, 0, -5%, 0, -9, 6%, 6%, 3
CC(Sc1nnc(C2CC2)n1C1CC1)C(=O)NC1(C#N)CCCCC1 (configuration not stated)
    0.1%, u, x, -11%, 9, 4%, x, 14, x, -5%, 11
O=C(CCNS(=O)(=O)c1ccccc1C(F)(F)F)NC1CCCCCC1
    -0.8%, 2%, x, 4%, -5, -3%, x, -17, x, 2%, -1

# High-throughput results (PubChem)
